Screening data (PubChem BioAssay)
ANO1 activ – TMEM16A chloride channel activators or potentiators, primary screen, cell-based, HTS; 340,000 compounds, 0.3% hits; HEK293 TMEM16A/YFP-H148Q/I152L, iodide quench fluorescence; active compounds read low; B-score at 10 µM; Anoctamin-1 (Mus musculus), Q8BHY3;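 active = fluorescence-ratio B-score plate-corrected deviation score at least 3 library SD below zero, with starting fluorescence score within 5 deviations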;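 also: channel opened by trigger with iodide after compound preincubation; score built on the fluorescence ratio of max minus min over baseline; more negative score means more quench and so TMEM16A activation or potentiation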
HDAC3 inh – HDAC3 deacetylase inhibitors, primary screen, biochemical, fluorescence, cell-free homogeneous | Histone deacetylase 3 (Homo sapiens), O15379 | recombinant HDAC3, fluorogenic peptide/trypsin coupled | inhibition, % at 8.3 µM | 320,000 compounds, 0.15% hits | AID 2718, 2010; in the data active = inhibition above about 26%, passing the limit was not always enough
Target sequence (O15379 whole entry, looked up): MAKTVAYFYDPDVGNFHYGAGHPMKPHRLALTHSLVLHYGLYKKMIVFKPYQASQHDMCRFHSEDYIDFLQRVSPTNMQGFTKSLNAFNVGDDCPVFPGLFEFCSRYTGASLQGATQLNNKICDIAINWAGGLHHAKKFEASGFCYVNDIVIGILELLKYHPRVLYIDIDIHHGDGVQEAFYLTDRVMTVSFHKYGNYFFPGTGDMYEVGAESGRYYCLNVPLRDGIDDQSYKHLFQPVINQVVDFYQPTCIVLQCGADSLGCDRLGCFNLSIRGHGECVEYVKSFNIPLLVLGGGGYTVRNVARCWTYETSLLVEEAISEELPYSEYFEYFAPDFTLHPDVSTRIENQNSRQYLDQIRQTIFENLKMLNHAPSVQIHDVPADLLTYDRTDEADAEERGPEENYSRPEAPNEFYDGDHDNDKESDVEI
DYRK1A inh – rat Dyrk1A kinase inhibitors, primary screen, biochemical, single point, plate reader | Dual specificity tyrosine-phosphorylation-regulated kinase 1A (Rattus norvegicus), Q63470 | ADP-Glo luminescence, NFATc1 peptide | inhibition, % at 12.5 µM | 310,000 compounds, 0.43% hits; in the data active = inhibition above about 50%;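 also: plate controls were vehicle with enzyme for no effect and no enzyme for full effect; many of its hits are not listed in these tables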
KCNK3 block – human KCNK3 channel inhibitors, primary screen, CHO cells, FluxOR thallium flux, B-score; Potassium channel subfamily K member 3 (Homo sapiens), O14649; FluxOR fluorescence; active compounds read low; B-score at 10 µM; 340,000 compounds, 0.84% hits; AID 602410, 2012;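 active = B-score under library mean minus 4 SD, starting fluorescence ratio at most library mean plus 5 SD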;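 also: more negative B-score means stronger inhibition of thallium flux through KCNK3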
Target sequence (O14649 whole entry, looked up): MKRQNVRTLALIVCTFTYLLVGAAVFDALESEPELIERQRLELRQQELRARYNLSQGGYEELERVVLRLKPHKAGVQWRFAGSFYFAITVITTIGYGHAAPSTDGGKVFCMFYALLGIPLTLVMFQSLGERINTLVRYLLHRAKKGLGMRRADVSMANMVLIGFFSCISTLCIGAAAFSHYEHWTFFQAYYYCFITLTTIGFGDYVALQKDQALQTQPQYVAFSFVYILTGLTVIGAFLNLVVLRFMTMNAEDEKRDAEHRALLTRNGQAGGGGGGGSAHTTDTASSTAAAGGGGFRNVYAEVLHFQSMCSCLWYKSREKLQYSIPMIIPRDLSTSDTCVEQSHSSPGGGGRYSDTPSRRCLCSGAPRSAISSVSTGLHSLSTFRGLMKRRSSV
An asterisk follows results filed as active; i = inactive. The list is partial (hit frequency here may not be typical).

SMILES	ANO1 activ	HDAC3 inh	DYRK1A inh	KCNK3 block
Cc1noc(C)c1NC(=O)N(C)C[C@@H]1Oc2ccc(NC(=O)Cc3cn(C)c4ccccc34)cc2CC(=O)N([C@H](C)CO)C[C@@H]1C	i	4	2	i
COc1cccc(NC(=O)CN(C)C(=O)c2ccc(-n3cncn3)c([N+](=O)[O-])c2)c1	i	-2	7	i
Cc1ccc(C(=O)NCC(=O)OCC(=O)Nc2ccc(Cl)cn2)cc1	i	-5	-1	i
CCC(=O)C(C#N)(c1ccc(OC)c(OC)c1)C(C)C (stereo not given)	i	-1	8	i
Cc1ccc(S(=O)(=O)NC2CCCCCC2)cc1	i	8	-1	i
CSc1ccc(/C=C/C(=O)OCC(=O)N2CCCCCC2)cc1	i	-13	-5	i
CCN(C(=O)COc1ccc(C(C)=O)cc1)c1cccc2ccccc12	i	-5	2	i
O=C(NCCOc1ccccc1)c1cccc2c1C(=O)c1ccc(Cl)cc1S2(=O)=O	i	-7	46	i
O=C(CCl)N1CCN(S(=O)(=O)c2ccc3c(c2)OCCCO3)CC1	i	3	-1	i
Cc1ccc(C)c(NC(=O)COC(=O)c2cc3ccccc3oc2=O)c1	i	-2	-2	i
O=C(CN1C(=O)NC(c2ccccc2)(c2ccccc2)C1=O)N1CCN(c2ccccc2F)CC1	i	6	-3	i
COc1ccc(C(=O)OC(C)C(=O)NC2CCCC2)cc1S(=O)(=O)N1CCOCC1 (stereo not given)	i	1	0	i
COc1cc(C(C)=O)ccc1OCC(=O)OCC(=O)c1cc(C)n(CC2CCCO2)c1C (stereo not given)	i	2	1	i
COc1ccccc1C(=O)NCCC(=O)N1CCN(S(=O)(=O)c2ccc(Cl)cc2)CC1	i	2	-1	i
COc1ccc(CNC(=O)COC(=O)c2nc3nc(C)cc(C)n3n2)cc1	i	-3	-1	i
Cc1ccc(S(=O)(=O)N2CCC(C(=O)NCc3ccccc3CN3CCCC3)CC2)cc1C	i	-5	1	i
Cc1nn(C)c(C)c1NC(=O)COc1ccc(F)cc1Br	i	-2	-3	i
O=C(O)c1cc(NS(=O)(=O)c2cccs2)cc(NS(=O)(=O)c2cccs2)c1	i	-2	-1	i
COc1ccc(C(=O)COC(=O)CN2C(=O)C3CC=CCC3C2=O)c(OC)c1 (stereo not given)	i	0	1	i
CC(CNC(=O)CN1C(=O)NC2(CCOc3ccccc32)C1=O)c1ccccc1 (stereo not given)	i	-1	-1	i
CCOc1ccc(S(=O)(=O)/N=C(/Nc2ccc(S(N)(=O)=O)cc2)c2ccccc2)cc1	i	-2	-6	i
Cc1[nH]nc(C(F)(F)F)c1CCC(=O)NC1CCCCCC1	i	0	0	i
C[C@@H]1CN([C@@H](C)CO)C(=O)Cc2cc(NS(=O)(=O)c3ccccc3)ccc2O[C@H]1CN(C)S(C)(=O)=O	i	-1	1	i
C[C@H](CO)N1C[C@H](C)[C@@H](CN(C)C(=O)Nc2ccc3c(c2)OCO3)Oc2ccc(NS(=O)(=O)c3ccccc3)cc2C1=O	i	1	7	i
COC(=O)c1c(-c2ccc(OC)cc2)sc2ccc(-c3ccc4c(c3)OCO4)cc12	i	-2	9	i
CC1CCN(c2ccc(NC(=O)C3CCCN3S(=O)(=O)c3ccc(F)cc3)cc2)CC1 (stereo not given)	i	-5	-6	i
CCN(c1ccc(NC(=O)COC(=O)/C=C/c2ccco2)cc1)C(C)C	i	-3	-1	i
COc1ccc([C@H]2CC(=O)C=C(c3cccc(CO)c3)C2)cc1OC	i	4	-15	i
Cc1cccnc1NC(=O)c1cccc(NC(=O)CC2SC(N3CCCCC3)=NC2=O)c1 (stereo not given)	i	-1	-2	i
O=C(CSc1nc2ccccc2c(=O)n1CCCN1CCOCC1)Nc1ccccc1OC(F)F	i	1	1	i
Cc1ccccc1-c1nnc(SCC(=O)Nc2cccnc2Cl)o1	i	-2	-1	i
O=C(CSc1ccc(S(=O)(=O)N2CCOCC2)cn1)Nc1ccc(OC(F)F)cc1	i	3	1	i
Cc1ccc(NC(=O)c2ccc(Cl)c(S(=O)(=O)NCc3ccco3)c2)c(O)c1	i	0	2	i
COc1cc(C(=O)OCC(=O)NC2CC2)ccc1OCCC(C)C	i	3	1	i
Cc1noc(C)c1NC(=O)N(C)C[C@H]1Oc2ccc(NS(=O)(=O)c3ccc(F)cc3)cc2C(=O)N([C@H](C)CO)C[C@@H]1C	i	-1	-2	i
Cc1ccsc1C(=O)NNC(=O)COc1ccc(Br)cc1	i	-3	5	i

Profiles, looked up by structure. Order of values: ANO1 activ, HDAC3 inh, DYRK1A inh, KCNK3 block
CCOc1ccc(S(=O)(=O)/N=C(/Nc2ccc(S(N)(=O)=O)cc2)c2ccccc2)cc1 as listed: i, -2, -6, i
O=C(CSc1ccc(S(=O)(=O)N2CCOCC2)cn1)Nc1ccc(OC(F)F)cc1 as listed: i, 3, 1, i
Cc1cccnc1NC(=O)c1cccc(NC(=O)CC2SC(N3CCCCC3)=NC2=O)c1 (stereo not given) as listed: i, -1, -2, i
O=C(CSc1nc2ccccc2c(=O)n1CCCN1CCOCC1)Nc1ccccc1OC(F)F as listed: i, 1, 1, i
COc1ccc(C(=O)COC(=O)CN2C(=O)C3CC=CCC3C2=O)c(OC)c1 (stereo not given) as listed: i, 0, 1, i

The results go on.
SMILES	ANO1 activ	HDAC3 inh	DYRK1A inh	KCNK3 block
Cc1cccc(C(=O)OCC(=O)c2ccc3c(c2)NC(=O)CO3)c1	i	8	-6	i
Cc1c(NS(=O)(=O)c2cccc(C(=O)N3CCC(C)CC3)c2)c(=O)n(-c2ccccc2)n1C	i	2	1	i
CC(Sc1nncn1C)C(=O)NCCC1=CCCCC1 (stereo not given)	i	5	-3	i
O=C(CNC(=O)c1ccco1)OCc1ccccc1F	i	-1	10	i
O=C(Cn1cc([N+](=O)[O-])ccc1=O)NCC(=O)Nc1ccc(F)c(F)c1F	i	-8	3	i
COc1ccc(NC(=O)COC(=O)Cc2ccsc2)c(OC)c1	i	-1	3	i
O=C(NN=Cc1c(O)ccc2ccccc12)c1ccc2c(c1)OCO2	i	-1	-1	i
Cc1cc(OCC(=O)Nc2ccccc2N2CCOCC2)c(C(C)C)cc1Cl	i	1	-2	i
CCCCn1c(N)c(N(CC)C(=O)c2ccncc2)c(=O)[nH]c1=O	i	0	-4	i
Cc1cccc(C)c1NC(=O)CN(C)C(=O)C1=COCCO1	i	-2	7	i
C[C@@H]1CN([C@H](C)CO)C(=O)c2cc(NS(=O)(=O)c3cccs3)ccc2O[C@H]1CN(C)Cc1ccccc1	i	2	14	i
O=C(CNC(=O)c1ccccc1)OCC(=O)c1c[nH]c2ccccc12	i	-1	-3	i
Cc1ccc(NC2=CC(=O)C(=O)c3ccccc32)c(C)c1	i	2	9	i
COc1ccc(C2(C)NC(=O)N(CC(=O)NC3CCCC3)C2=O)cc1OC (stereo not given)	i	2	-5	i
CCOc1ccc(NS(=O)(=O)c2cc(C(=O)NCCN3CCOCC3)ccc2C)cc1	i	1	0	i
CC(C)COc1ccc(C(=O)Nc2cc(S(=O)(=O)N3CCOCC3)ccc2N2CCCC2)cc1	i	-3	-1	i
Cc1ccc2nc(CSc3nc(C)nc4c3oc3ccccc34)[nH]c2c1	i	7	-4	i
COc1ccc(NC(=O)c2cc(-c3ccncc3)nc3ccccc23)c(OC)c1	i	1	8	i
COc1ccc(-c2sc3cc(OC)c(OC)cc3c2C#CCCO)cc1	i	1	0	i
CC(=O)c1cccc(NC(=O)C(C)OC(=O)CCn2c(C)csc2=O)c1 (stereo not given)	i	11	-6	i
Nc1scc2c(C(=O)O)nn(-c3ccccc3)c(=O)c12	i	-1	14	i
C[C@H](CO)N1C[C@H](C)[C@@H](CN(C)Cc2ccc(C(=O)O)cc2)Oc2c(NS(=O)(=O)c3ccccc3)cccc2C1=O	i	-4	-5	i
CCOc1ncccc1C(=O)OCC(=O)N1CCC(C)CC1	i	1	0	i
COCC(C)n1c(C)cc(C(=O)COC(=O)c2cc(=O)[nH]c3ccccc23)c1C (stereo not given)	i	2	-2	i
Cn1cncc1C#Cc1c(-c2ccsc2)sc2ccccc12	i	12	0	i
CCC[C@@H](CN1CCC[C@H]1CN1C(N)=NC[C@@H]1Cc1ccccc1)N1C[C@@H]([C@H](C)CC)N(CCCC2CCCC2)C1=N	i	-16	4	i
Cc1ccc(/C=N/NC(=O)c2ccc(-n3cnnn3)cc2)cc1	i	5	-4	i
Cc1ccc(Sc2ccc(S(=O)(=O)Nc3ccc(CC(=O)O)cc3)cc2)cc1C	i	-1	1	i
CCCCNc1c(-c2cccc(-c3ccc(OC)cc3)c2)nc2cc(C)ccn12	i	3	5	-8.7*
CC(Oc1ccc(C#N)cc1)C(=O)NC1CCCC1 (stereo not given)	i	1	-4	i
CC(=O)c1cc2c(cc1NC(=O)CSc1ccc(S(=O)(=O)N(C)C)cn1)OCO2	i	-1	-4	i
CCOc1ccc(C2=CC(=O)C[C@H](c3ccc(OC)cc3)C2)cc1	i	-7	4	i
CCOC(=O)[C@@H]1[C@H]2COc3cc(OC)ccc3[C@@H]2N2C(=O)N(c3ccccc3)C(=O)[C@]12C	i	-5	3	i
COc1ccc(C#Cc2c(-c3ccccc3)n(C)c3ccccc23)cc1	i	-8	-4	i
Cc1ccc(C2(C)NC(=O)N(CC(=O)N3CCN(S(=O)(=O)c4cccc([N+](=O)[O-])c4)CC3)C2=O)cc1 (stereo not given)	i	2	1	i
CN(CC(=O)NCCc1ccccc1)CC(=O)Nc1cccc(F)c1	i	0	8	i
COc1ccc(CC(=O)OC(C)C(=O)Nc2c(C)n(C)n(-c3ccccc3)c2=O)cc1OC (stereo not given)	i	0	1	i
CCC(CO)Oc1cc(NC(=O)Cc2ccccc2)c2ncn(C(C)C)c2c1 (stereo not given)	i	-5	1	i
Cc1cccc(OCC(=O)N(Cc2ccco2)c2c(N)n(Cc3ccccc3)c(=O)[nH]c2=O)c1	i	-1	-1	i
CN(C)C(CNC(=O)c1ccc(S(=O)(=O)Nc2ccccc2F)cc1)c1ccco1 (stereo not given)	i	-8	5	i
CC(C)CC1Nc2ncnc(N3CCOCC3)c2N(Cc2ccc(Cl)cc2)C1=O (stereo not given)	i	7	9	i
Cc1ccc(N2CC(C(=O)Nc3ccccc3OC(F)F)CC2=O)cc1 (stereo not given)	i	-3	-3	i
CC(=O)NC(CC(=O)OCC(=O)c1cc(C)ccc1C)c1ccccc1 (stereo not given)	i	-2	-6	i
Cc1ccc(CC(=O)OCC(=O)c2ccc[nH]2)cc1C	i	9	10	i
Cc1cccc(N2C(=O)N3[C@H]4c5ccccc5OC[C@@H]4[C@@H](c4ccccc4)[C@@]3(C)C2=O)c1	i	5	-7	i
Cc1onc(-c2c(F)cccc2Cl)c1C(=O)OCC(=O)N1C(C)CCCC1C (stereo not given)	i	2	1	i
COc1ccc(S(=O)(=O)N(C)C[C@@H]2Oc3ccc(NS(C)(=O)=O)cc3C(=O)N([C@@H](C)CO)C[C@H]2C)cc1	i	0	12	i
CC(C)(C)[C@H]1COC(=O)CCCC/C=C\C[C@H](CC(=O)NCCO)C(=O)N1	i	2	5	i
Cc1ccc2c(c1)NC(=O)[C@@]1(C)[C@@H](c3ccccc3)[C@H]3COc4ccc(Cl)cc4[C@@H]3N1C2=O	i	1	0	i
C[C@H]1CN([C@@H](C)CO)C(=O)c2cccc(NC(=O)Nc3ccc(C(F)(F)F)cc3)c2O[C@@H]1CN(C)C(=O)Nc1ccc(F)cc1	i	35*	-18	i
C[C@H](CO)N1C[C@H](C)[C@@H](CN(C)S(=O)(=O)c2ccc(F)cc2)Oc2c(NC(=O)Nc3ccccc3)cccc2C1=O	i	4	3	i
COc1ccc(CC(=O)N(C)CC(=O)Nc2ccc(F)cc2)cc1S(=O)(=O)N1CCOCC1	i	-2	-1	i
CC(=O)Nc1ccc(C=NNc2ccc(S(=O)(=O)Nc3ccccc3C(=O)O)cc2[N+](=O)[O-])cc1	i	13	-3	i
C[C@H]1CN([C@@H](C)CO)C(=O)Cc2cc(NC(=O)C3CC3)ccc2O[C@H]1CN(C)Cc1ccc(C(=O)O)cc1	i	-3	3	i
CCSc1nnc(NC(=O)CN2C(=O)NC3(CCCC3)C2=O)s1	i	-1	0	i
CC(C)[C@H](NS(=O)(=O)c1ccccc1F)C(=O)OCC(=O)Nc1cccc(S(N)(=O)=O)c1	i	9	8	i
O=C(O)c1ccc2c(c1)S(=O)(=O)c1cc(Cl)ccc1C2=O	i	2	66*	i
O=C(NC(=O)c1cc([N+](=O)[O-])ccc1Cl)C1=C(N2CCCC2)COC1=O	i	1	3	i

Some entries already given, limited to HDAC3 inh, ANO1 activ and DYRK1A inh.
canonical_smiles | HDAC3 inh | ANO1 activ | DYRK1A inh
C[C@H]1CN([C@@H](C)CO)C(=O)c2cccc(NC(=O)Nc3ccc(C(F)(F)F)cc3)c2O[C@@H]1CN(C)C(=O)Nc1ccc(F)cc1 | 35* | i | -18
C[C@H](CO)N1C[C@H](C)[C@@H](CN(C)S(=O)(=O)c2ccc(F)cc2)Oc2c(NC(=O)Nc3ccccc3)cccc2C1=O | 4 | i | 3
COc1ccc(CC(=O)N(C)CC(=O)Nc2ccc(F)cc2)cc1S(=O)(=O)N1CCOCC1 | -2 | i | -1
CC(=O)Nc1ccc(C=NNc2ccc(S(=O)(=O)Nc3ccccc3C(=O)O)cc2[N+](=O)[O-])cc1 | 13 | i | -3
